# Screening results (PubChem BioAssay)
# CHT allo act: human CHT allosteric activation; Q9GZV3; CHT-expressing cells, membrane potential dye, choline EC20; stronger effect = higher value; LV-AA mutant CHT in HEK293 cells; B-score at 10 µM; 310,000 tested, 0.49% active; AID 488977;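 active means initial fluorescence not abnormally high and integrated response B-score, plate-corrected, over 3 SD above library mean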
# Target sequence (Q9GZV3 whole entry, looked up): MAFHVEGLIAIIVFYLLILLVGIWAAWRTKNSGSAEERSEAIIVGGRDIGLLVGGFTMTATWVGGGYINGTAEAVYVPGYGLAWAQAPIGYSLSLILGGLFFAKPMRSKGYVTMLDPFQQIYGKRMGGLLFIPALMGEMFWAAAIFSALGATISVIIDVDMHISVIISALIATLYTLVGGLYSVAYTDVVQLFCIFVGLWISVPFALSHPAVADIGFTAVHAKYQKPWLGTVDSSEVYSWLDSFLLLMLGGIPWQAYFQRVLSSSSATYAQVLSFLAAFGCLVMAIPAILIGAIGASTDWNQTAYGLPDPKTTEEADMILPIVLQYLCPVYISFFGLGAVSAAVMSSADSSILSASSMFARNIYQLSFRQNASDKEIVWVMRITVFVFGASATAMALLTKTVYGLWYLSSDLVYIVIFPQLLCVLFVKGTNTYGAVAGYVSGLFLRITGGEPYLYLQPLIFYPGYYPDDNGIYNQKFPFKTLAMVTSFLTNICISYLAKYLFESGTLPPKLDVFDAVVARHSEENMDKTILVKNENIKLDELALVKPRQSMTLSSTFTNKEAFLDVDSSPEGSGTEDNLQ
# STK33 inh: blocks human STK33 kinase activity | inhibition, % at 10 µM | Q9BYT3 | 320,000 tested, 0.073% active | purified STK33, MBP phosphorylation, ADP-Glo luminescence;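 active means inhibition at or above 25%, using the most active replicate where run in duplicate; inactive means inhibition below 25%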
# Target sequence (Q9BYT3 whole entry, looked up): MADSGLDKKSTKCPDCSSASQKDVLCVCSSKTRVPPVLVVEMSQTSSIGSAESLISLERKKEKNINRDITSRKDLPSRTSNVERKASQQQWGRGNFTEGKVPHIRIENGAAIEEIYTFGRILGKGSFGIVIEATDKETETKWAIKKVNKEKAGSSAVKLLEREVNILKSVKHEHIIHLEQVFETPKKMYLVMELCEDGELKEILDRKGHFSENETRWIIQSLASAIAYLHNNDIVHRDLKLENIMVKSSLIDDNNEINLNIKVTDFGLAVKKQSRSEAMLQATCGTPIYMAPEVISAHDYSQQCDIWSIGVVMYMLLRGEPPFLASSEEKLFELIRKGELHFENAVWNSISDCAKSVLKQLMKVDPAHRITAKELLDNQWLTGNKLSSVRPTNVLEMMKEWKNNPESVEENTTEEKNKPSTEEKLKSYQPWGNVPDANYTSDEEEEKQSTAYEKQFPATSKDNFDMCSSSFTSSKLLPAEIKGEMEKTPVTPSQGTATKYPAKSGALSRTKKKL
# CHT block: human CHT choline transport inhibition. Q9GZV3. CHT-expressing cells, membrane potential dye, choline response; stronger effect = lower value. B-score at 10 µM. 310,000 tested, 0.86% active;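 active means B-score over 3 SD under the library average, and starting fluorescence ratio not unusually high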;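 further: choline stimulus applied at its EC90 after an EC20 pre-addition; B-score computed on integrated fluorescence ratio after choline addition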
# * hit, by the source's call; i = inactive.
# A first look (2 entries):
smiles	CHT allo act	STK33 inh	CHT block
CCOC(=O)c1nnn(-c2nonc2N)c1-c1cccc2ccccc12	i	2.3	i
CC(C)[C@H](NC(N)=O)C(=O)Nc1ccc(OCc2ccccc2)cc1	i	-0.9	i

# Results, from the first entry:
smiles	CHT allo act	STK33 inh	CHT block
CCOC(=O)c1nnn(-c2nonc2N)c1-c1cccc2ccccc12	i	2.3	i
CC(C)[C@H](NC(N)=O)C(=O)Nc1ccc(OCc2ccccc2)cc1	i	-0.9	i
Cc1ccc(N(CC(=O)Nc2ccc3c(c2)OCCO3)S(=O)(=O)c2c(C)noc2C)cc1	i	-0.7	i
CCN1CCN(c2ccc(S(=O)(=O)N3CCCCC3)cc2NC(=O)COc2ccc(Cl)c(C)c2)CC1	i	-1.9	i
CNC(=S)N1CCn2cccc2C1c1cc(OC)c(OC)c(OC)c1 (stereo not given)	i	-2.7	i
CSc1ccc(C(=O)C2CCCN(C(=O)c3ccc4c(c3)OCO4)C2)cc1 (stereo not given)	i	-1.7	i
COc1cccc(NC(=O)CSc2nc3c([nH]c4ccccc43)c(=O)n2C)c1	i	-1.8	i
CS(=O)(=O)c1ccccc1C(=O)Nc1ccc(-c2nc3ccccc3[nH]2)cc1	i	-1.5	i
N#Cc1cc(-c2ccc(Cl)cc2)cnc1Sc1ccccc1	i	-0.9	i
COc1ccc(C(=O)Nc2nccs2)cc1OC	i	4.6	i
CCN(CC)C(=O)Cn1cc(C(=O)C(=O)N2CCCc3ccccc32)c2ccccc21	i	-2.4	i
CCOC(=O)c1ccc(NS(=O)(=O)N2CCCCCC2)cc1	i	-5.9	i
COc1ccc(NC(C)=O)cc1NS(=O)(=O)c1cn(C)c(=O)n(C)c1=O	i	0.0	i
Cc1ccc(C)c(NC(=S)NCc2cccs2)c1	i	-1.2	i
CCOC(=O)CNc1ncnc2nc[nH]c12	i	-0.6	i
Nc1ccccc1-c1nnc(SCc2ccccc2Cl)[nH]c1=O	i	-2.5	i
CC(=O)NNC(=O)CCn1nnc2ccccc21	i	0.8	i
COc1ccccc1CC(=O)N(CCC#N)CCC#N	i	-1.3	i
CC(=O)c1cc(F)c(N2CCN(C(=O)COc3ccccc3F)CC2)cc1C	i	0.3	i
O=C(Nc1ccc2oc(-c3ccncc3)nc2c1)c1c(F)c(F)c(F)c(F)c1F	i	0.3	i

# (cont.)
smiles	CHT allo act	STK33 inh	CHT block
O=C(NC1CCCCC1)C1(c2ccccc2)CC1(Cl)Cl (stereo not given)	i	-1.3	i
CCOC(=O)C1CCN(C(=O)/C=C/c2ccccc2)CC1	i	-1.7	i
CCc1nc2nc(C)c(NS(=O)(=O)c3ccc(CC(C)C)cc3)c(=O)n2[nH]1	i	0.0	i
Cc1ccc(S(=O)(=O)NCc2ccc(C(=O)N3CCN(c4ccccn4)CC3)cc2)cc1	i	0.3	i
C(=N\n1cnnc1)/c1ccc(OC2CSC2)cc1	i	-0.8	i
Cc1cc(C)cc(N(C(=O)c2sc(C)nc2C)C(C(=O)NCc2ccco2)c2ccccc2)c1 (stereo not given)	i	2.8	i
CC(C)Nc1nc(Cl)nc(NCCOc2ccccc2)n1	i	-1.2	i
CCN1CCN(C(=O)c2ccc3c(c2)S(=O)(=O)c2ccccc2C3=O)CC1	i	-0.3	i
CC(C)c1ccc(OCC(=O)N2CCc3ccccc3C2)cc1	i	1.0	i
O=C1c2ccccc2C(=O)N1CCSc1nc2ccccc2c(=O)n1CCCN1CCOCC1	i	-0.4	i
CCC(=O)Oc1ccc(C2NC(=O)c3ccccc3O2)cc1OC (stereo not given)	i	0.3	i
CCc1ccc(N(CC(=O)NCC2CCCO2)C(=O)CCC(=O)Nc2nccs2)cc1 (stereo not given)	i	2.1	i
Cc1c(Cl)cccc1N1C(=O)C2ON(c3ccccc3)C(c3cccnc3)C2C1=O (stereo not given)	i	-3.2	i
CCn1c(CSc2nccn2C)nc2cc(C(=O)O)ccc21	i	1.1	i
O=C(NCc1ccccc1)c1cnc(Cl)c(Cl)c1	i	-1.5	i
COc1cccc(NC(=O)C(NCC2CCCCC2)c2ccccc2)c1 (stereo not given)	i	0.5	i
COc1ccc(OC)c(NC(=O)c2cnn(-c3ccccc3)c2C)c1	i	0.8	i
Cc1ccc(-c2cc(C(=O)N3CCN(c4ncccn4)CC3)c3ccccc3n2)cc1	i	-0.6	i
N#Cc1ccccc1NC(=O)COC(=O)c1ccc2c(c1)OCCO2	i	-0.4	i
C/C(=N\NC(=O)c1ccc2c(c1)OCO2)c1ccc2c(c1)OCO2	i	1.5	i

# Later entries.
smiles	CHT allo act	STK33 inh	CHT block
COc1ccc(-c2nnc(-c3ccc(C)cc3)o2)cc1	i	0.7	i
CCOC(=O)CC1=C(C(=O)OCC)C(c2ccc(OC)cc2OC)C(C#N)=C(N)O1 (stereo not given)	i	-0.4	i
CC1(C)CC(=O)C2=C(C1)OC(N)=C(C#N)C21CCN(Cc2ccccc2)CC1	i	-0.4	i
CCOc1ccc(/C=N/O)cc1	i	-3.1	i
CCC(C)Sc1ccc([C@@H]2[C@H]3C(=O)N(CC)C(=O)[C@H]3[C@]3(C(=O)OC)CCCCN23)cc1 (stereo not given in full)	i	0.7	i
O=C(CCS(=O)(=O)c1ccc(Cl)cc1)N1CCN(S(=O)(=O)c2cccs2)CC1	i	3.9	i
CC1CCCN(CC(=O)N2c3ccccc3Sc3ccccc32)C1 (stereo not given)	i	0.6	i
Cc1nnc(SCC(=O)O)s1	i	-1.1	i
CCN1CCN(CCCNC(=O)c2cc3c(=O)oc4ccc(C)cc4c3s2)CC1	i	-1.4	i
O=C(Cn1cc(C(F)(F)F)cc(Cl)c1=O)NCc1ccc(F)cc1	i	-0.7	i
C/C(=N\NC(N)=O)C1CC(CC(C)C)C(=O)O1 (stereo not given)	i	-2.4	i
Cc1ccc(N2CC(C(=O)NCCN3CCOCC3)CC2=O)cc1 (stereo not given)	i	-1.4	i
COc1ccc(Nc2nc(-c3c[nH]c4ccccc34)cs2)cc1	i	-0.3	i
Cc1ccc(-c2nsc3c(N4CCC(C(N)=O)CC4)ncnc23)cc1	i	-1.9	i
CC(C)NC(=O)c1onc(CSc2ccccn2)c1C(=O)NC(C)C	i	-0.8	i
Cc1c(-c2ccccc2)nc(N)c(C#N)c1-c1cccnc1	i	-0.1	i
COc1ccc(-c2cccc([C@H]3[C@@H]4C=CCC[C@@]4(C)C(=O)N3Cc3ccccc3)c2)cc1	i	-1.9	i
Cc1ccc(C(=O)NCc2ccccn2)cc1S(=O)(=O)N1CCCCC1	i	-0.7	i
Cc1csc2ncc(C(=O)NCCC(c3ccccc3)c3ccccc3)c(=O)n12	i	-0.9	i
COc1ccc(C(=O)NC2CC(C)(C)Cc3c2cnn3-c2ccccc2)c(OC)c1 (stereo not given)	i	0.7	i

# Copied from the list:
# COc1ccc(C(=O)NC2CC(C)(C)Cc3c2cnn3-c2ccccc2)c(OC)c1 (stereo not given) in STK33 inh reads 0.7
# C/C(=N\NC(N)=O)C1CC(CC(C)C)C(=O)O1 (stereo not given) in STK33 inh reads -2.4
# CCOC(=O)CC1=C(C(=O)OCC)C(c2ccc(OC)cc2OC)C(C#N)=C(N)O1 (stereo not given) in STK33 inh reads -0.4
# O=C(Cn1cc(C(F)(F)F)cc(Cl)c1=O)NCc1ccc(F)cc1 in STK33 inh reads -0.7

# (further entries)
smiles	CHT allo act	STK33 inh	CHT block
Cc1nn(Cc2ccc(Cl)cc2)c(C)c1N	i	2.2	i
Cc1cccc(OCCNC(=O)c2cncc(Br)c2)c1	i	0.2	i
CN(C(=O)c1cc(-c2ccc3c(c2)OCO3)on1)c1ccccc1	i	-0.2	i
CCc1cccc(CC)c1NC(=O)C1CN(S(=O)(=O)c2ccccc2)CCN1S(=O)(=O)c1ccccc1 (stereo not given)	i	-0.8	i
O=C(CSc1nc2ccsc2c(=O)n1-c1ccccc1)N1CCCC1	i	0.2	i
O=C(CSc1nnc(COc2ccccc2F)n1-c1ccccc1)NC1CCS(=O)(=O)C1 (stereo not given)	i	-1.2	i
CCN(c1ccccc1)c1nc2ccsc2c(=O)s1	i	1.5	i
COCCCN1CC(=O)N2C(c3cccc(C)c3)c3[nH]c4ccccc4c3C[C@H]2C1=O (stereo not given in full)	i	-0.8	i
Cc1cccc(-c2noc(CCC(=O)NC3CCCC3)n2)c1	i	-0.6	i
COc1ccccc1C/C(N)=N/OC(=O)c1ccc(C)c([N+](=O)[O-])c1	i	-0.5	i
COc1ccc(NC(=O)CC2C(=O)NCCN2C(=O)c2ccc(N(C)C)cc2)cc1 (stereo not given)	i	-0.7	i
O=C(Cn1nc2ccccc2n1)N/N=C/c1ccc(F)cc1	i	0.2	i
O=C(O)C1CC=CCC1C(=O)Nc1cccc(F)c1 (stereo not given)	i	2.1	i
CC12CN3CCN(CC(C3)/C1=N\NC(=O)Nc1cccc(Cl)c1)C2	i	-0.8	i
CC12CC3CC(C)(C1)CC(C(=O)NC(=S)N1CCCCC1)(C3)C2	i	-1.0	i
Cc1cccc(NC(=S)NNC(=O)Cc2ccccc2)c1	i	0.9	i
Cc1ccccc1NC(=S)/C(=C(\[O-])c1cc(C)n(Cc2ccccc2Cl)c1C)[n+]1ccccc1	i	-1.2	i
CC1CCCN(C2=C(Cl)C(=O)N(c3cccc(Cl)c3)C2=O)C1 (stereo not given)	i	-1.4	i
COc1ccc(C(=O)C(=O)c2ccc(OCCO)cc2)cc1	i	0.5	i
CCOC(=O)c1cccc(NC(=O)CSc2nc(N)cc(N)n2)c1	i	0.8	i

# (more compounds)
smiles	CHT allo act	STK33 inh	CHT block
CCOc1cc(C(=S)N2CCC(O)CC2)ccc1OS(=O)(=O)c1ccc(Br)cc1	i	-0.6	i
CCn1cc(/C=C(\NC(=O)c2ccccc2Cl)C(=O)NCCN2CCOCC2)c2ccccc21	i	-0.7	i
NC(=O)c1nn(-c2ccccc2)nc1NC(=O)CN1CCOCC1	i	-1.9	i
CCN1CCN(c2nc3ccccc3nc2C(C#N)S(=O)(=O)c2ccc(C)c(C)c2)CC1 (stereo not given)	i	-0.7	i
CCCCn1c(N)c(N(CC(C)C)C(=O)C2CCN(S(=O)(=O)c3ccc(F)cc3)CC2)c(=O)[nH]c1=O	i	2.4	i
COc1ccc(N(CC(=O)NCc2ccncc2)S(=O)(=O)c2ccc(C)c([N+](=O)[O-])c2)cc1	i	-0.7	i
CCCOC(=O)c1ccc(NC(=O)c2cnccn2)cc1	i	0.9	i
O=C(NCc1ccc(Cl)cc1)c1cc(=O)[nH]c2ccc(S(=O)(=O)N3CCOCC3)cc12	i	-0.6	i
COCCNC(=S)N/N=C(\C)c1ccc(O)cc1	i	-0.7	i
CCOc1[nH]n(-c2ccc(Cl)cc2)c(=O)c1C=NCc1cccnc1	i	1.6	i
Oc1ccc(/C=N/N=C/c2ccc(O)c(O)c2)cc1O	i	7.3	i
CN(Cc1c(C(=O)N/N=C/c2cccc(O)c2)nnn1-c1nonc1N)C1CCCCC1	i	-2.9	i
CCOC(=O)c1c(C)oc2ccc(OCC(=O)N(CC)CC)cc12	i	4.9	i
COc1ccccc1NC(=O)C12CCC(C)(C(=O)C1)C2(C)C (stereo not given)	i	0.0	i
NC(=O)c1ccc(NC(=O)CCNC(=O)c2ccco2)cc1	i	0.4	i
c1ccc(-c2nc(NCCCn3ccnc3)c3oc4ccccc4c3n2)cc1	i	6.1	i
Cc1ccc(NC(=O)c2cc(NC(=O)c3ccco3)ccc2N2CCCCC2)cc1	i	-0.5	i
CC/C(=C/c1sc2ccc(C)cc2[n+]1CCO)SC	i	-0.6	i
CCCCc1nc(NCCNC(=O)c2ccco2)c(C#N)c2c1CSC(C)(C)C2	i	3.6	i
Clc1cc(Cl)cc(CSc2nnc(-c3sccc3-n3cccc3)o2)c1	i	-0.4	i

# Following part.
smiles	CHT allo act	STK33 inh	CHT block
Brc1ccc(OCCCCN2CCCCC2)cc1	i	4.6	i
CCOC(=O)CN1CC23C=CC(O2)C(C(=O)Nc2ccc(F)c(C)c2)C3C1=O (stereo not given)	i	-1.2	i
COCCCNC(=O)C1CCN(c2ccc(N3CCOCC3)nn2)CC1	i	-0.2	i
Cc1cccc(NC(=O)CSc2nnc(-c3ccccc3Br)o2)c1C	i	-1.4	i
CC1(C)CC(=O)C(C(=O)C2CCN(S(=O)(=O)c3ccccc3)CC2)C(=O)C1	i	0.2	i
CCCCC1(C)OC(=O)C(=Cc2ccc(-c3ccc(Cl)c(C(=O)O)c3)o2)C(=O)O1 (stereo not given)	i	1.3	i
CC(CNC(=O)CN1C(=O)c2cccnc2Oc2ccc(Cl)cc21)c1ccccc1 (stereo not given)	i	-1.1	i
CN(C)CCN(Cc1cc2cc3c(cc2[nH]c1=O)OCO3)C(=S)NCc1ccco1	i	1.2	i
COc1ccc(CCNC(=O)Nc2cccc([N+](=O)[O-])c2)cc1OC	i	-2.2	i
FC(F)(F)c1nnc(-c2ccccc2)nc1N1CCCC1	i	2.5	i
O=C(NC(=S)NCCOCc1ccc(Cl)cc1)c1cccnc1	i	-0.1	i
CC(C)(C)OC(=O)N1CCC(C(=O)N2CCC[C@H]2C(=O)O)CC1	i	0.0	i
CC(C)N(C(=O)CSc1nc2ccccc2c(=O)[nH]1)C(C)C	i	-0.5	i
O=C(OCc1ccccc1)/C(=C/c1cccc(Br)c1)NC(=O)c1ccco1	i	-0.7	i

# Compound profiles (already shown):
# COc1ccc(NC(C)=O)cc1NS(=O)(=O)c1cn(C)c(=O)n(C)c1=O is listed as CHT allo act = i; STK33 inh = 0.0; CHT block = i
# Cc1ccc(N(CC(=O)Nc2ccc3c(c2)OCCO3)S(=O)(=O)c2c(C)noc2C)cc1 is listed as CHT allo act = i; STK33 inh = -0.7; CHT block = i
